# Screening data from PubChem.
# Rad51 HR inh: blocks human Rad51 in homologous recombination; hRad51 DNA strand exchange, fluorescence dequenching; inhibition, % at 10 µM; Q06609; actives 0.085% (n = 200,000);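 active = inhibition above 40% at the single screening dose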;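 note: 0% = DMSO control wells and 100% = blanks with heterologous ssDNA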
#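 Material: Human Rad51 nucleoprotein filaments preassembled on unlabelled ssDNA | Also added: Labelled 47-mer dsDNA for strand exchange | Dosing: Single dose, 10 µM final compound | Schedule: 30-min compound preincubation and 15-min exchange, both room temperature | Technique: Fluorescence dequenching at 485/520 nm | Measure: Percent inhibition relative to plate controls and blanks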
# eIF4E 4G PPI: eIF4E/eIF4G interaction inhibition in translation initiation; P63073+Q04637; TR-FRET eIF4E-eIF4GI(517-606) binding, 2 h; inhibition, % at 21.7 µM; actives 0.37% (n = 220,000); AID 782;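 active = inhibition above about 30%, limit read from the data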;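 note: 0% = full FRET control wells and 100% = background wells lacking eIF4GI fragment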
# p97 inhibitor: inhibitors of human p97 ATPase; inhibition, % at 8 µM; AID 1481; P55072; actives 0.42% (n = 220,000); recombinant p97 ATPase, Kinase-Glo ATP luminescence, 3 h; in the data active = inhibition above about 15%;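 note: 0% = DMSO vehicle and 100% = wells lacking enzyme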
# Target sequence (P55072 whole entry, looked up): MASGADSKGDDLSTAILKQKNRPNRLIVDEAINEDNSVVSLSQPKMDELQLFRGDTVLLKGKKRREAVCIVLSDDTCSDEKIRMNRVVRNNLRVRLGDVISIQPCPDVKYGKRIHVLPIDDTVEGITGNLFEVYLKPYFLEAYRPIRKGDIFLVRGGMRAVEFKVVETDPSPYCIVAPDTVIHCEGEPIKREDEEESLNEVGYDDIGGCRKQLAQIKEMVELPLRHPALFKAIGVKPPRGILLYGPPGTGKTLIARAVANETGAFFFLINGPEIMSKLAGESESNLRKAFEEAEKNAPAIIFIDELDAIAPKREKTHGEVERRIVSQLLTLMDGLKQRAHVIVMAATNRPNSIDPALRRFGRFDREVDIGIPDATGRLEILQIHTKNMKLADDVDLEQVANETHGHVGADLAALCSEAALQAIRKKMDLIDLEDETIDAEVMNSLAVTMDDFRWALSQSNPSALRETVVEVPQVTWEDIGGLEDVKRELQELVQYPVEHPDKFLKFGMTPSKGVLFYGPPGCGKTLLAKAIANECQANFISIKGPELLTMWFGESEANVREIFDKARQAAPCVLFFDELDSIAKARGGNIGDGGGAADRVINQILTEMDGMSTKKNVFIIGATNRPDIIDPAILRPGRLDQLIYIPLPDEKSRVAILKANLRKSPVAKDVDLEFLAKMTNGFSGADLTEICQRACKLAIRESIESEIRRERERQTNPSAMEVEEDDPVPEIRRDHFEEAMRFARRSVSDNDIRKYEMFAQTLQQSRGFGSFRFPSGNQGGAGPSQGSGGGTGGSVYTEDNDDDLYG
# Wee1 stabilizer: inhibitors of human Wee1 degradation | actives 1.2% (n = 220,000) | P30291 | reporter increase, % at 5 µM | HeLa Luc-Wee1K328M stability, luciferase luminescence; 100% = proteasome inhibitor MG132 effect;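 active = activation above the mean of all tested compounds plus 3 SD, set per screening run, cut at about 8.8% in these data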;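 note: cells exposed to compound for 20 h before luminescence read; 0% = DMSO alone and 100% = MG132 at 30 µM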
# hK5 inh: blocks human kallikrein 5 protease activity | recombinant hK5, fluorogenic AMC substrate cleavage | Q9Y337 | inhibition, % at 5 µM | actives 0.59% (n = 210,000);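 active = inhibition of 40% or more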;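 note: 0% = enzyme controls without compound and 100% = no-enzyme blanks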
# MDM2 E3 inh: blocks human Mdm2 ubiquitin ligase activity; actives 0.11% (n = 210,000); cell-based MDM2 ubiquitination luciferase reporter, 2 h; 0 = plate control, 100 = twice control, blank-subtracted; AID 1230; signal enhancement, % at 5 µM; Q00987;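 active = signal enhancement of 30% or more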;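 note: luminescence tracks abundance of the self-degrading MDM2-luciferase fusion protein; higher signal means inhibition of MDM2 E3 ligase activity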
#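 Buffer or medium: Cells held in DMEM | Assay system: Stable mammalian line carrying autodegrading MDM2–luciferase fusion reporter | Quantity: 2000 cells/well | Times: 4 h settle plus 2 h compound, 37 °C | Doses: One concentration, 5 µM, with 0.2% DMSO | Technique: Luminescence with SteadyLite reagent, 15 min at room temperature | Benchmarks: Plate controls and plate blanks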
# FXIa inh 1536: inhibitors of human coagulation factor XIa | purified FXIa, Boc-Glu-Ala-Arg-AMC fluorogenic substrate | inhibition, % at 5 µM | actives 0.14% (n = 220,000) | AID 798;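 active = inhibition of at least 40%; inactive = inhibition below 40%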;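 note: fluorescence of freed AMC excited at 355 nm; 0% = enzyme without compound and 100% = no enzyme blank; many of its hits are not listed in these tables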
# 14-3-3 Bad inh: disrupts binding of bovine 14-3-3 zeta to phospho-Bad peptide; actives 0.71% (n = 220,000); TR-FRET 14-3-3zeta/Dy647-pBad peptide displacement, 1 h; inhibition, % at 21.7 µM; P63103;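 active = inhibition above about 70%, limit read from the data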;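 note: 0% = full 14-3-3 plus peptide FRET controls and 100% = background without 14-3-3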
# Target sequence (P63103 whole entry, looked up): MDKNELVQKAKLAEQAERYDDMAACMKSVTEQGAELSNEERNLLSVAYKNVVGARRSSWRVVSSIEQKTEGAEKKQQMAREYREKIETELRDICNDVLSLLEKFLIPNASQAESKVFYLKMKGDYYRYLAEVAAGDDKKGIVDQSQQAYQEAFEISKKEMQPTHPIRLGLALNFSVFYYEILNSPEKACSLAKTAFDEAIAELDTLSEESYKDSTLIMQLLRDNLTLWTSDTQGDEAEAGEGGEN
# FXIIa inh: factor XIIa (human) inhibition. inhibition, % at 5 µM. AID 800. actives 0.3% (n = 220,000). purified FXIIa, Boc-QGR-AMC fluorogenic substrate, 2 h; in the data active = inhibition above about 40%;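 note: 0% = enzyme with no compound and 100% = blank without enzyme; many of its hits are not listed in these tables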
# An asterisk follows results filed as active; . = no result given; [ ] = dose if it differs, or a comment.
Rad51 HR inh,eIF4E 4G PPI,p97 inhibitor,Wee1 stabilizer,hK5 inh,MDM2 E3 inh,FXIa inh 1536,14-3-3 Bad inh,FXIIa inh,Compound
-3,1,-3,2,3,3,10,53,5,CC(C)C(NC(=O)c1ccccc1F)C(=O)NCCc1ccccn1 (configuration not stated)
-1,2,0,2,4,-3,2,-5,15,CCOC(=O)c1ccccc1OC(=O)CS(=O)c1ccccc1[N+](=O)[O-] (configuration not stated)
.,0,7,0,.,.,0,3,8,Cn1c(=O)c2c(ncn2CC(=O)Nc2cccc(S(=O)(=O)Nc3ccccc3F)c2)n(C)c1=O
4,-5,0,3,0,-25,3,-5,11,COc1ccc(NC(=O)Nc2nc3ccccc3s2)cc1
-1,11,5,0,0,-7,-1,-7,12,COC(CNC(=O)c1cc(-c2ccncc2)nc2ccc(S(=O)(=O)N3CCOCC3)cc12)OC
1,2,-3,2,27,-91,32,1,30,O=C(O)c1ccc(NC(=O)c2cn(-c3ccccc3)nc2-c2ccccc2)cc1
-86,-10,5,0,-8,-17,2,-9,11,Fc1ccc(Br)cc1C1C=C(c2ccc(Br)s2)Nc2ncnn21 (configuration not stated)
.,0,-1,4,.,-4,-3,0,9,COc1ccc(/C=N/NC(=O)c2c(C)nnn2-c2nonc2N)cc1OC
-10,-3,-1,3,2,5,2,0,9,Cc1cc2sc3nc(=O)n(-c4ccccc4)c(=O)n3c2cc1C
0,-1,-7,2,-25,-16,-7,-6,5,c1csc(-c2csc3nc(CN4CCOCC4)nc(NCc4ccc5c(c4)OCO5)c23)c1
-1,2[fluorescence artefact?],1,2,-19,-13,-1,10,-4,CC(=O)Nc1ccc(S(=O)(=O)NNC(=O)c2ccc(C)cc2)cc1
6,-6,-7,-1,0,-10,-10,10,1,CC(C)(C)OC(=O)NCCCCCC(=O)N/N=C/c1coc2ccccc2c1=O
.,0,4,5,-29,.,-2,0,1,CNC(=O)C(=O)Nc1c(C)cc(C)cc1C
7,1,4,1,-5,-6,8,-9,21,Cc1nn(Cc2ccccc2Cl)c(C)c1NC(=O)Cn1nc([N+](=O)[O-])c(Cl)c1C
-8,1,3,0,1,-12,3,-11,-10,CCc1cc2cc(C)c(C)cc2nc1SCC(=O)NNC(=O)c1ccco1
-3,2,1,-1,0,-11,-1,-27,4,CN(Cc1ccccc1)C(=O)COC(=O)C1CCN(S(=O)(=O)c2cccs2)CC1
-5,4,-6,-1,5,-7,-6,9,16,CCc1cc2ccccc2nc1SCC(=O)N1CCN(C(=O)c2ccco2)CC1
.,4,3,8,.,.,-1,36,7,CC(C)CCN(CCC(C)C)C(CO)(CO)CO
7,-3,0,-3,2,.,2,-19,13,C[C@@H](NC(=O)c1nc[nH]c1C(=O)N[C@@H](Cc1ccccc1)C(=O)OCc1ccccc1)c1ccccc1
7,-4,3,-1,-1,-3,-5,5,-2,CCOC(=O)c1cc2c(=O)n3cccc(C)c3nc2n(CCOC)c1=NC(C)=O
3,-2,3,-3,-14,-4,6,-11,5,Cc1ccc(CN2CCN(/N=C/c3ccc(C)s3)CC2)cc1
9,22,2,8,-13,0,3,-1[fluorescence artefact?],6,Cc1ccccc1-c1ccccc1N
-5,3,3,1,-6,-8,9,-3,14,COC(=O)c1ccc(NC(=O)C2CCCN2S(=O)(=O)c2ccc(OC)cc2)cc1 (configuration not stated)
-1,4,4,1,24,-12,-5,6,5,COc1cc(C2c3c(oc4ccccc4c3=O)C(=O)N2c2ccc(C)cn2)ccc1O (configuration not stated)
-5,5,-5,1,-9,-36,-4,0,6,COc1cc(CNCCc2ccccc2)cc(Cl)c1OCc1ccccc1
6,1,-1,0,7,-10,2,0,8,c1ccc(COc2cccc(CNCc3ccccn3)c2)cc1
-9,10,-2,-1,10,-17,-5,36,6,COc1ccc(-c2cnnc(N/N=C/c3ccc(O)cc3)n2)cc1
7,1,-10,3,-7,-17,-5,34,2,CCN1CCN(CC(O)COc2ccc(C(C)=O)cc2)CC1 (configuration not stated)
-40,43*,0,-3,-16,-11,-6,17,-1,Cc1c(C(=O)N2CCCCC2)nn(-c2ccc(Cl)cc2)c(=O)c1C#N
1,4,3,-3,-16,-11,1,-14[fluorescence artefact?],0,CN1CCc2nc(SCCOc3ccccc3)c(C#N)cc2C1

# Grouped by structure, the compounds so far containing an aryl thioether with sulfur outside any ring (three)
Rad51 HR inh,eIF4E 4G PPI,p97 inhibitor,Wee1 stabilizer,hK5 inh,MDM2 E3 inh,FXIa inh 1536,14-3-3 Bad inh,FXIIa inh,Compound
-8,1,3,0,1,-12,3,-11,-10,CCc1cc2cc(C)c(C)cc2nc1SCC(=O)NNC(=O)c1ccco1
-5,4,-6,-1,5,-7,-6,9,16,CCc1cc2ccccc2nc1SCC(=O)N1CCN(C(=O)c2ccco2)CC1
1,4,3,-3,-16,-11,1,-14[fluorescence artefact?],0,CN1CCc2nc(SCCOc3ccccc3)c(C#N)cc2C1

# Further results follow.
Rad51 HR inh,eIF4E 4G PPI,p97 inhibitor,Wee1 stabilizer,hK5 inh,MDM2 E3 inh,FXIa inh 1536,14-3-3 Bad inh,FXIIa inh,Compound
-13,6,-2,0,-8,-6,-10,-3,-2,CC(C)Cn1nc(NC(=O)c2ccco2)c2cc3ccccc3nc21
-2,-1,3,3,-20,-1,1,36,3,CCCc1cc(=O)oc2cc(OCC(=O)Nc3cc(C)on3)ccc12
.,-4,3,5,2,-6,2,-9,7,CS(=O)(=O)NCC(c1cccnc1)N1CCN(c2ccccc2F)CC1 (configuration not stated)
17,6,-8,-5,0,-87,-3,-2,3,Cc1ccc(NC(=O)O/N=C/c2c(C)nn(C(C)(C)C)c2C)cc1Cl
.,-4,-2,-1,3,-8,3,2,18,O=c1[nH]nc(Sc2ncnc3sccc23)n1CCc1ccccc1
-8,6,-1,0,-11,-10,-8,-8,-1,CC(C)C(=O)Nc1nnc(SCC(=O)NCC2CCCO2)s1 (configuration not stated)
3,-3,7,1,-1,.,0,0,10,O=C(O)/C=C/c1ccc(S(=O)(=O)NCc2cccnc2)cc1
8,0,-1,0,-4,-5,-3,0,4,CC1CCN(Cc2cc(=O)oc3ccc4ccccc4c23)CC1
.,6[fluorescence artefact?],-6,4,-16,.,16,1,16,COC(=O)c1ccc(CNC(=O)COC(=O)C23CC4CC(CC(C4)C2)C3)cc1
19,-7,-1,-3,2,-18,2,5,10,CN(C)CC(CCCCC(CN(C)C)C(=O)c1ccccc1)C(=O)c1ccccc1 (configuration not stated)
-4,2,-2,-2,-19,-14,7,17,11,Cc1c(C(=O)Nc2ccncc2)oc2c1C(=O)CC(C)(C)C2
9,-2,-3,-1,28,-88,1,4,19,C/C(CCc1ccc2c(c1)OCO2)=N\NC(=O)c1ccccc1
-5,.,1,5,11,-6,-2,.,8,Cc1ccc(S(=O)(=O)NC2=NCN(Cc3cccnc3)CN2)cc1
7,-2,3,3,-3,6,-4,-21,2,Cc1ccccc1Cn1cnc2c(oc3ccccc32)c1=O
2,-4,4,-1,-3,13,2,-1,-7,Clc1ccccc1CSC1=NCCCN1
-10,-5,5,-1,-31,-16,5,-2[fluorescence artefact?],7,Cc1ccc(C(=O)OC/C(O)=C(\C#N)c2nc3ccccc3[nH]2)cc1S(=O)(=O)N1CCOCC1
3,-1,5,-4,3,5,-6,-21,6,CCC1CCCCN1C(=S)NC(=O)c1ccc(F)c(S(=O)(=O)N2CCOCC2)c1 (configuration not stated)
12,-1,0,1,-11,-7,4,-10,12,Cc1ccccc1C(=O)NC(CC(C)C)C(=O)OCc1cc(=O)n2cc(Br)ccc2n1 (configuration not stated)
.,-2,-5,-3,.,-12,-4,-1,1,COc1ccc(C(=O)C2CCCN(Cc3cnc(N4CCCC4)s3)C2)cc1OC (configuration not stated)
18,3,3,5,-28,-11,-9,17,11,CC(=O)C1=C(O)C(=O)N(c2ccc(S(N)(=O)=O)cc2)C1c1ccccc1F (configuration not stated)
20,-3,4,-4,2,-5,2,3,7,O=C(COC(=O)c1ccccc1Nc1ccccc1F)c1ccccc1
-6,-1,2,-1,7,-4,-10,-9,-4,CCOc1ccc(NC(=O)COc2ccc(C(=O)NC3CCCc4ccccc43)cc2OC)cc1 (configuration not stated)
-3,-2[fluorescence artefact?],0,1,-5,-10,16,9[fluorescence artefact?],5,CCCCOC(=O)c1ccc(NC(=O)/C=C/c2cccs2)cc1
12,3,6,-2,-9,0,-3,-7,2,CCN(CC(=O)Nc1ccc(C(=O)Nc2ccc(OC)cc2)cc1)Cc1nc2ccccc2c(=O)[nH]1
0,1,3,-4,2,-1,3,-8,14,O=C(C[n+]1ccccc1)Nc1ccc(Oc2ccccc2)cc1
9,15,-2,4,-17,10,-1,-12,5,O=C(NC(=S)NC1CCCC1)c1ccccc1Br
-6,6,5,-1,-8,-13,-1,16,9,Brc1c(CSc2nc3ccccc3o2)nc2ncccn12
-3,5,-3,0,0,-5,4,7,0,CCCCOc1ccc(C(=O)N2CCCC2)cc1
6,-1,-3,0,-7,-2,9,2,8,O=C(CN1CCOCC1)Nc1ccccc1Cl
5,-4,4,0,-3,7,3,-4,2,CCCN(CCC)c1nc(Cl)nc(NCCN2CCOCC2)n1
-6,-2,1,8.9*,-1,-5,-1,7,8,CN(C)C(=O)c1c2c(nc3ccccc13)-c1ccccc1CC2
11,1,4,-3,3,-10,-1,-2,11,CCc1n[nH]c(=S)n1/N=C/c1ccc(NC(C)=O)cc1
11,0,3,3,7,-2,-2,25,0,Nc1scc(-c2ccncc2)c1Cl
9,-1[fluorescence artefact?],3,2,0,-4,-4,16[fluorescence artefact?],-2,CC(C)(C)OC(=O)N1CCC(C(=O)N2CCCCCC2)CC1
-2,1,-13,2,-2,5,-9,2,2,Cn1ncc(Br)c1NC(=O)Nc1ccc(OC(F)(F)F)cc1
3,3,2,1,-11,1,0,-6,14,O=C(Nc1ccc(N2CCCCC2)c(C(=O)O)c1)c1ccco1
24,0,3,3,1,3,-2,-19,7,CC1CCN(S(=O)(=O)N2CCC(C(=O)NC3CCCC3)CC2)CC1
.,-2,-2,-1,3,0,1,60,9,Cc1ccccc1CN(C)CCc1ccccn1
0,-2,-10,-1,-9,-5,-6,1,0,Cc1ccc(S(=O)(=O)NC(=O)Nc2ccc(OC(F)F)cc2)cc1
-1,-4[fluorescence artefact?],-2,3,5,-13,8,3,18,COc1ccc(-n2cnc3cc(NS(=O)(=O)c4ccccc4)ccc32)cc1
-1,-2,-5,-1,-8,-10,-3,-1,5,COc1ccc(C2CC(c3cccc(C)c3)n3ncnc3N2)cc1 (configuration not stated)
-11,2,11,2,-25,-2,-4,10,5,Cc1nnc(SCC(=O)Nc2nccs2)s1
2,0,4,2,7,-3,0,-7,11,COC(=O)CNc1cccc(C(F)(F)F)c1
-8,-15,6,0,-16,-24,4,3,12,CCN=C1SC(C(N)=O)CC(=O)N1CC (configuration not stated)
9,-5[fluorescence artefact?],4,-4,-22,6,-5,-3[fluorescence artefact?],-4,Cc1cc(C)cc(-n2nnnc2SCC(=O)Nc2nc(-c3ccc(F)cc3)cs2)c1

# Some of the entries above in another layout:
compound,Rad51 HR inh,eIF4E 4G PPI,p97 inhibitor,Wee1 stabilizer,hK5 inh,MDM2 E3 inh,FXIa inh 1536,14-3-3 Bad inh,FXIIa inh
Cc1ccc(S(=O)(=O)NC(=O)Nc2ccc(OC(F)F)cc2)cc1,0,-2,-10,-1,-9,-5,-6,1,0
COc1ccc(-n2cnc3cc(NS(=O)(=O)c4ccccc4)ccc32)cc1,-1,-4[fluorescence artefact?],-2,3,5,-13,8,3,18
